# HCV inhibitor = blocks hepatitis C virus. Huh7.5.1 HCVcc-Cre infection, luciferase reporter, 44 h. Potency, µM (highest dose often 41.8 µM), without a hit: at the top dose activity change, negative = inhibition, actives largely listed as inhibitors. 340,000 tested, 3.4% active; further: potency means the concentration at half of the fitted maximal effect; on the % scale 0 is the no-effect control and ±100 the full control effect
#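 1,000 cells/well; 4 h culture; + compound; + HCVcc-Cre (~0.5 moi); 44 h; luciferase substrate, RT 15 min; read 15 sec.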
# Giardia FBPA inh = Giardia lamblia aldolase inhibition | A8B2U2 | purified Giardia FBPA | Potency, µM (highest dose often 59.6 µM), without a hit: at the top dose activity, negative = inhibition, usual class: inhibitors | 290,000 tested, 0.71% active; further: potency means the concentration at half of the fitted maximal effect; on the % scale 0 is the no-effect control and ±100 the full control effect; nearly all actives have a fitted effect of over 55% in size
# Target sequence (A8B2U2 whole entry, looked up): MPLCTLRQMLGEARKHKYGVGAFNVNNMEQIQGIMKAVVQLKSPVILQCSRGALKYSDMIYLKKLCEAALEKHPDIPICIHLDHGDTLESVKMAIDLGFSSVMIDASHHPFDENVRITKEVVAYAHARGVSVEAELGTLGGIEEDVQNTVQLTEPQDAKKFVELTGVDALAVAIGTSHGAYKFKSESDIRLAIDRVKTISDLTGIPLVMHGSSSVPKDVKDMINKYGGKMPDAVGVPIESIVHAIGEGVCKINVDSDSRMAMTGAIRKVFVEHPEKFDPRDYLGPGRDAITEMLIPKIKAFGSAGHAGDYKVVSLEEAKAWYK
#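 Giardia FBPA (40 nM reagent) was preincubated 10 min at RT with compound (up to 57.5 uM final), then substrate plus GAPDH/TPI/NAD/arsenate coupling system with diaphorase/resazurin was added; resorufin fluorescence (525/598 nm) was read after 20 min.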
# Shiga inhibitor = blocks Shiga toxin action in Vero cells | Vero cells, Shiga toxin protein synthesis inhibition reporter | inhibition, % at 38.7 µM | 290,000 tested, 9.2% active; in the data active means inhibition mostly above about 28%, no sharp cut-off; inactive means mostly below about 43%; further: 0% is about no effect
# CHX counter = counter-screen for Shiga toxin inhibitors: cycloheximide protein synthesis inhibition. cell reporter, cycloheximide protein synthesis inhibition counterscreen. max response, %. 300,000 tested, 12% active; in the data active means max response mostly above about 13%, no sharp cut-off; inactive means mostly below about 14%; further: read at 38.3 µM for the half of the compounds with a filed dose; 0% is about no effect
# Pf growth 96h = P. falciparum growth inhibition at 96 hours. P. falciparum luciferase reporter growth, 96 h. Potency, µM (titrated, usually from 28.7 µM), inactives show at the top dose activity change, negative = inhibition, actives largely listed as inhibitors. 320,000 tested, 6.9% active; further: potency means the concentration at half of the fitted maximal effect; on the % scale 0 is the no-effect control and ±100 the full control effect
#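 Infected RBCs, 2% Hct / 0.05% parasitemia final; luciferase-reporter P. falciparum; cpd 96 h, 37 C, 5% CO2; luciferase detection reagent; luminescence.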
# Pf growth 48h = inhibits P. falciparum growth in the first generation, 48 h; P. falciparum luciferase growth in erythrocytes, 48 h; Potency, µM (series often up to 28.7 µM), without a hit: at the top dose activity change, negative = inhibition, usual class: inhibitors; 310,000 tested, 5.9% active; AID 504832; further: potency means the concentration at half of the fitted maximal effect; on the % scale 0 is the no-effect control and ±100 the full control effect
#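 Firefly luciferase activity from engineered P. falciparum reports growth; inhibitors lower the luminescent signal. Cultures contained 2% hematocrit erythrocytes at 0.1% final parasitemia.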
# Active calls of the source: *; ? = inconclusive; · = no result given; & = joins results of further samples; [ ] = remark or other dose. Unless noted, the call rests on the fitted dose curve; in most records, active means well fitted curve in the direction sought with a large enough effect; inconclusive means small, poorly fitted or top-dose-only effect, or another doubt; inactive means no such curve, though single readings can be large; an effect the other way counts as inactive or inconclusive.
# Values run as follows: HCV inhibitor	Giardia FBPA inh	Shiga inhibitor	CHX counter	Pf growth 96h	Pf growth 48h
O=C(Nc1ccccc1)c1ccc(CSc2ccccn2)cc1
  ?	4%	63*	36*	304%[activator]	276%[activator]
Cc1cc(NC(=O)NN2CCOCC2)nn1-c1c(Cl)cccc1Cl
  11%	2%	-8	-2	-1%	7%
Cc1ccc(S(=O)(=O)N(C)C)cc1NC(=O)COC(=O)C1CC1
  ?	·	·	·	1%	?
CC(C)(C)CC(C)(C)NC(=O)CSCC(=O)Nc1ccc2ccccc2c1
  8%	0%	2	4	-10%	-24%
CCOC(=O)C1=C(CN2CCCCCC2)NC(=O)NC1c1ccc2c(c1)OCO2 (stereo not drawn)
  -18%	2%	-18	-4	?	?
COP(=O)(OC)C(Nc1ccccc1)c1ccccc1 (stereo not drawn)
  6%	11%	-8	0	17µM*	10%
CC(=O)c1cccc(NC(=O)NCc2cccs2)c1
  -11%	0%	11	1	146%[activator]	-24%
CCN(CC)Cc1c(O)ccc2c(=O)c(Oc3ccccc3OC)c(C)oc12
  11%	-1%	11	-2	?	?
O=C(NCC(=O)N(Cc1ccco1)C(C(=O)NC1CCCC1)c1cccnc1)c1cccs1 (stereo not drawn)
  3%	2%	-7	-3	?	-13%
CCCc1nnc(SCC(=O)N2C(C)CCCC2C)n1CC (stereo not drawn)
  21%	8%	4	7	?	-10%
O=C1C2C3C=CC(CC3)C2C(=O)N1/N=C/c1ccccc1O (stereo not drawn)
  0%	-3%	28	20*	30%[activator]	22%
CCOC(=O)c1c(C)n(O)c2ccc(Cl)cc2c1=O
  -5%	?	21	-3	91%[activator]	-19%
COc1ccc(/C=N/NC(=O)c2ccccc2O)cc1CN1CCOCC1
  14%	1%	40	7	7%	0%
C/C(=N\NC(=O)C1CC1)c1cccc(NC(=O)c2cccc(Cl)c2)c1
  ·	-7%	3	-3	-18%	?
CN(CC(=O)Nc1cccc(F)c1)C(=O)CSc1ccc(Br)cc1
  -15%[8.37 µM]	·	·	·	-20%	-4%
CN1CCN(c2ccccc2NC(=O)c2ccc(-c3ccc(Br)cc3)o2)CC1
  ?	·	17	-4	4%	13µM*
Cc1[nH]c(C(=O)O)c(C)c1C(=O)OC(C)C
  14%	-6%	-10	-3	-4%[5.75 µM]	8%
Cn1c(N)c(C(=O)COC(=O)Cn2cc(C(F)(F)F)ccc2=O)c(=O)n(C)c1=O
  -1%	4%	-6	-3	?	2%
O=C(Cn1cc(SCc2ccccc2Cl)c2ccccc21)N1CCOCC1
  -19%	-17%	11	14	3%	75%[activator]
COc1ccc(C(=O)CCc2nc3ccccc3s2)cc1
  4%	-12%	41*	50*	?	36%[activator]
O=C(NCc1ccc(F)c(F)c1)C1CCC(=O)N(CCc2ccccc2)C1 (stereo not drawn)
  5%	5%	16	-3	?	-2%
O=C(COC(=O)/C=C/c1cccc(C(F)(F)F)c1)NCc1ccco1
  -8%	·	·	·	-6%	10%
Cc1cc(N=CC2=C(O)CCCC2=O)no1
  14%	-15%	31	-3	-6%	4%
COc1ccc(OC)c(NC2=NCCCS2)c1
  22%	-1%	-4	-6	25%	4%
CN(C)CC(O)COc1cccc(OCC(O)CN(C)C)c1 (stereo not drawn)
  17%	1%	-4	-5	?	?
Cc1ccc(-c2ccc(S(=O)(=O)N3CC(C)OC(C)C3)cc2)cc1 (stereo not drawn)
  13%	5%	4	-3	31%[activator]	26%
CC1CCC(C(=O)NC(C(=O)NCc2cccnc2)C(C)C)CC1 (stereo not drawn)
  -5%	4%	-6	7	?	·
O=C(O)c1ccc(-c2ccccc2)[nH]c1=O
  4%	2%	3	-1	22%	10%
CCC(=O)c1ccc(OCC(=O)OCC(=O)Nc2cccc(S(=O)(=O)N3CCCC3)c2)cc1
  1%	·	·	·	13%	7%
Cc1ccc(O)c(NS(=O)(=O)c2cccc3nsnc23)c1
  -17%	-8%	-4	14*	24%	28%
O=C(Nc1cccc(C(F)(F)F)c1)Nc1ccc2[nH]c(=O)[nH]c2c1
  1%	-1%	3	-1	25%	20%
COC(=O)CCC(=O)Nc1ccc(S(=O)(=O)N2CCCCCC2)cc1
  0%	4%	-9	14	-6%	2%
O=C1CCC(=O)N1c1ccc(-c2nc3sc4c(c3c(=O)o2)CCC4)cc1
  ?	0%	9	2	15%	25%
CCn1c(=O)n(CC)c2cc([N+](=O)[O-])c(N3CCNCC3)cc21
  ?	0%	7	5	5.9µM*	-18%
COC(=O)c1c(C)nc(C)c(C(=O)OC)c1-c1cccs1
  10%	24%	-18	-2	?	15%
O=S(=O)(Cc1ccccc1Cl)CC(O)COc1ccccc1Cl (stereo not drawn)
  -10%	2%	-7	7	-13%	·
CCOC(=O)CC1(NC(=O)C2CCC(=O)N(CCc3ccc(OC)cc3)C2)CCCCC1 (stereo not drawn)
  11%	-1%	2	29*	?	?
CS(=O)(=O)N1CCN(c2ccccc2NC(=S)NC(=O)c2ccccc2[N+](=O)[O-])CC1
  ?	1%	4	1	?	?
COc1ccc(NC(=O)CN2CCN(c3ccc(F)cc3)CC2)cc1
  -2%	-5%	-6	-5	3%	10%[0.00184 µM]
Cc1nc2c(-c3ccccc3)c(C)[nH]n2c(=O)c1Cc1ccccc1
  10µM*	-3%	3	-3	6%	10µM*
COCCN(C(=O)c1ccc(OC2CCN(S(=O)(=O)N(C)C)CC2)cc1)C(C)C
  -14%	6%	18	11*	?	-7%
CC(C)=CCCC(C)CN1CCC(N2CCC(C(=O)N3CCOCC3)CC2)CC1 (stereo not drawn)
  0.89µM*	2%	-10	-2	27%	?
O=C(c1nsc(Cl)c1Cl)N1CCCCC1
  15%	2%	22	-2	-12%	-4%
CCc1ccc(OCCCC(=O)Nc2ccc(N3CCOCC3)cc2)cc1
  -17%	-1%	1	2	7.4µM*	-18%
COc1ccc(N2C(=O)CCC(C(=O)O)C2c2ccccc2OC)cc1 (stereo not drawn)
  9%	5%	-4	-1	?	54%[activator]
N#Cc1c(Cl)cccc1N1CCC(C(N)=O)CC1
  0%	-7%	-6	-1	-20%	-21%
CCOC(=O)C1CCN(C(C(=O)NC2CCCC2)c2ccc(C)cc2)CC1 (stereo not drawn)
  -7%	-6%	-20	1	10µM*	·
COc1ccccc1/C=N\Nc1ccccc1[N+](=O)[O-]
  -15%	0%	73*	49*	33%[activator]	167%[activator]
Cc1ccc(S(=O)(=O)N2[C@@H](c3ccccc3)C(C(=O)O)=CC[C@H]2c2ccc(Cl)cc2)cc1
  -3%	·	·	·	34%[activator]	9%
Cc1cccc(C)c1OCc1cc(C(=O)N2CCN(c3ccccn3)CC2)no1
  ?	·	46*	44*	?	9%
Cc1oc(-c2ccccc2)nc1CC(=O)O
  5%	12%	-16	-1	·	7%
O=C1c2ccccc2C(=O)N1CCSc1nc2ccccc2c(=O)n1CCCN1CCOCC1
  -11%	2%	-5	9	?	-4%
CCOC(=O)C1CCN(S(=O)(=O)c2ccc3c4c(cccc24)C(=O)N3)CC1
  -3%	-8%	-1	-3	0%	·
O=C(C1CCN(S(=O)(=O)c2cccnc2)CC1)N1CCN(c2ccc(Cl)cc2)CC1
  ?	5%	-9	-2	?	?
CCC(OC(=O)c1cccs1)C(=O)NCc1ccco1 (stereo not drawn)
  18%	-6%	2	3	·	-5%
COc1ccccc1NS(=O)(=O)c1cc(NC(=O)c2cccc(S(=O)(=O)N(C)C)c2)ccc1N1CCOCC1
  ?	·	·	·	1.5µM*	2.3µM*
CC(C)NC(=O)c1ccccc1NC(=O)Cc1ccc(Cl)cc1
  2%	-6%	-7	-2	88%[activator]	34%[activator]
CCCCN(C(=O)CC1CCCC1)c1c(N)n(CCC)c(=O)[nH]c1=O
  13%	·	·	·	-20%	-9%
CCCC(C)NC(=O)c1nc(-c2ccccc2)n(-c2ccccc2)n1 (stereo not drawn)
  ?	-9%	-22	-7	·	?
COc1ccc(C(=O)OCC(=O)NC2CCCCCC2)cc1OC
  ?	·	·	·	?	?

# Next part.
# Values run as follows: HCV inhibitor	Giardia FBPA inh	Shiga inhibitor	CHX counter	Pf growth 96h	Pf growth 48h
O=C(Nc1ccccc1)c1ccccc1C(=O)N1CCCCC1
  6%	2%	-8	10	35%[activator]	7%
COc1ccc(-c2c(-c3cc(OC)cc(OC)c3)n(C)c3ccc(-c4ccc(OC)nc4)cc23)cc1
  -20%	·	·	·	?	?
O=C(CN1C(=O)c2ccccc2C1=O)OCCOCCN=C1NS(=O)(=O)c2ccccc21
  23%	1%	-11	0	-2%	28%
Clc1ccc(CSc2nnc(-c3ccncc3)s2)cc1
  -6%	-2%	-11	4	-23%	?
CC(C)NCC(=O)Nc1c2c(nc3ccccc13)CCC2
  -4%	18µM*	-6	-1	-6%	-12%
COc1ccc(C(=O)Nc2cc(C(F)(F)F)ccc2-n2cnc3ccccc32)cc1
  5%	-9%	-3	-1	?	?
COc1ccccc1NC(=O)N1CCCC1C(=O)NCc1ccccc1Cl (stereo not drawn)
  -3%	0%	-6	1	-17%	14%
COc1ccc(C(=O)Nc2ccc3c(c2)CCCN3C(=O)c2cccs2)c(OC)c1
  -18%	·	-1	12	15µM*	?
Cc1ccc(SCCC(=O)Nc2ccccc2Br)cc1
  0%	11%	56*	16*	1%	14%
CN(C)CCN(Cc1cc2cc3c(cc2[nH]c1=O)OCO3)C(=S)NCC1CCCO1 (stereo not drawn)
  -3%	-1%	-17	-4	37%[activator]	0%
O=[N+]([O-])c1ccccc1CN1CCN(Cc2ccc3ccccc3c2)CC1
  4%	?	7	4	?	?
CC(C)c1ccc(NC(=O)CSC(C)c2nc3ccccc3c(=O)[nH]2)cc1 (stereo not drawn)
  -13%	-6%	-2	3	35%[activator]	9%
COc1ccc(S(=O)(=O)N2CCN(C(=O)c3c(C)nn(-c4ccccc4)c3Cl)CC2)cc1
  -12%&-22%	-3%	-15	11	4.7µM*	0%
Cc1cc(=O)[nH]c(Nc2c(C)n(C)n(-c3ccccc3)c2=O)n1
  24%	3%	-8	-3	·	5%
CCOc1ccc(C(C)NC(=O)C2CCC2)cc1 (stereo not drawn)
  3%	9%	-15	-4	-12%	20%
Cc1sc2nc(CSC(C)C(=O)Nc3ccc(Cl)cn3)[nH]c(=O)c2c1C (stereo not drawn)
  -12%	·	·	·	10%	-6%
COc1ccccc1C(=O)Nc1nnc(S(=O)(=O)N2CCCCCC2)s1
  2%	?	1	-3	?	0%
CC(NC(=O)C(=O)NCc1cccs1)c1ccccc1 (stereo not drawn)
  8%	-3%	19	11	?	1%
O=C1CN(C(=O)c2cccc([N+](=O)[O-])c2)CC(=O)N1
  20%	-11%	·	-1	?	18%
COCc1c(C(=O)N2CCc3ccccc32)oc2ccccc12
  -27%	-11%	70*	14	-5%	-1%
CCN1CCN(c2nc3c(c(=O)[nH]c(=O)n3C)n2CCSc2nc3ccccc3s2)CC1
  -6%	-3%	-18	-1	22%	·
CCOc1cccc(-c2c(C(=O)N/N=C(\C)c3cccs3)nnn2-c2nonc2N)c1
  ?	·	-3	-2	?	-4%
Cc1ccc(C(=O)NCC2(c3ccccc3)CCCC2)cc1
  -21%	-8%	-9	-2	130%[activator]	?
Cc1nc(Oc2cccc(Cl)c2)c2oc3ccccc3c2n1
  ?	0%	-11	-2	·	-2%
COc1ccc(C2CC(c3ccccc3)=NN2C(=O)CSc2ncccn2)cc1 (stereo not drawn)
  -4%	16%	8	-3	?	?
CCOC(=O)N1CCN(C(=O)CSc2nnc(COc3ccccc3)o2)CC1
  2%&-10%	1%	13	-4	13%	-18%

# Screening results from PubChem BioAssay.
